MPTP inh: inhibitors of mitochondrial permeability transition pore | inhibition, % at 10 µM | isolated mouse mitochondria, Ca2+ swelling absorbance, 30 min | hit rate 1.4% among 360,000;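 active means inhibition of 50% or more, scaled per plate between neutral and stimulator controls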;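 further: 0% = DMSO wells given calcium and 100% = 1 mM EGTA wells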
NR3A LBD binder: NR3A (human) ligand-binding domain modulation; Tm shift relative to glycine control, % at 25 µM; AID 1259313; NR3A LBD differential scanning fluorimetry, Tm shift; 0% = protein alone, 100% = glycine-bound protein; hit rate 2.5% among 340,000;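 active means melting temperature shift of at least 10% of the positive control shift, at one fixed dose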
An asterisk follows results filed as active. Not all compounds are listed, so the mix of outcomes need not match the whole.

SMILES	MPTP inh	NR3A LBD binder
Cc1ccc(C2NC(=O)c3ccccc3N2)c(C)c1 (stereo unspecified)	-0.7	1.4
CC(C)(C)OC(=O)N1CCC(C(=O)Nc2cccc(C(=O)N3CCCC3)c2)CC1	0.8	-1.9
CN(C(=O)c1ccc(NC(=O)Cc2cccc(NC(=O)C3CCCN(C(=O)C4CC4)C3)c2)cc1)C1CC1 (stereo unspecified)	-0.6	0.2
Cc1cccc(N=NC(=S)NNc2cccc(C)c2)c1	1.4	-6.1
COc1cc(/C=N/Nc2cccc(C)c2)cc(Br)c1O	1.8	-0.4
O=C(O)c1ccccc1NC(c1ccccc1)c1ccc2cccnc2c1O (stereo unspecified)	-2.4	-0.2
O=C1NC(=O)C2(CCCCCCC2)N1	-0.7	-1.0
O=C(CSc1nnnn1-c1ccc(F)cc1)c1ccc(O)c(O)c1	0.3	0.9
COCCN(C(=O)c1ccc2c(c1)C(=O)N(c1ccccc1Cl)C2=O)c1c(N)n(CC(C)C)c(=O)[nH]c1=O	-0.2	-1.2
CC(=NNC(=O)c1ccncc1)c1cc(Cl)ccc1Cl	-0.9	-7.3
Clc1ccc2c(N/N=C/c3cccc(Br)c3)ccnc2c1	62.3*	15.3*
CC(=O)Nc1ccc(CCNC(=O)c2ccc3ccccc3c2O)cc1	1.1	24.1*
Cc1ccc(C)n1-c1ccc(C(=O)N2CCC(C(N)=O)CC2)cc1	0.7	-1.2
CCOC(=O)N1CCN(C(=O)CSc2nnc(-c3cc(OC)ccc3OC)o2)CC1	0.4	-1.9
CC(=O)c1ccc2c(c1)CC1(C2)Cc2cc3c(cc2C1)C(=O)CC3 (stereo unspecified)	0.6	-0.3
O=C(CN1CCN(C(=O)c2ccccc2Cl)CC1)Nc1cccc(S(=O)(=O)N2CCCC2)c1	-2.5	-1.2
Nc1ccc(S(=O)(=O)c2ccc(NC(=O)c3cccnc3)cc2)cc1	-0.2	-2.5
CC(=O)Nc1c(Cl)c(Cl)c2c(c1Cl)Cc1cc(Cl)ccc1-2	-0.9	-0.8
CCN(C(=O)COC(=O)CCOc1ccccc1C)c1c(N)n(Cc2ccccc2)c(=O)[nH]c1=O	1.3	1.6
CC(NC(=S)NCCCN1CCOCC1)C1CC2CCC1C2 (stereo unspecified)	0.8	-1.2
CCc1cc2c(SCC(=O)Nc3ccc(Cl)cn3)ncnc2s1	-0.3	-1.7
Cc1ccc(C)c(N2CCN(c3ncnc4c3cnn4-c3ccccc3)CC2)c1	2.0	-0.6
COCC(=O)Nc1nc2n(n1)C(c1ccc(OC)cc1)CC(c1ccc(OC)cc1)N2 (stereo unspecified)	-1.0	8.0
CC(NC(=O)c1cccc(S(=O)(=O)N2CCN(Cc3ccccc3)CC2)c1)c1ccccc1Cl (stereo unspecified)	1.0	-1.0
Cn1c2c(sc1=O)CCC2	-1.4	-2.0
O=c1/c(=C/c2ccc(O)c([N+](=O)[O-])c2)sc2nc3ccccc3n12	66.5*	8.8
Cc1ccc(NC(=O)C(OC(=O)c2ccc(F)cc2)c2ccccc2)cc1Cl (stereo unspecified)	2.1	1.0
CCOC(=O)C1OC1(c1ccccc1)c1ccccc1 (stereo unspecified)	-1.4	-0.9
CCOC(=O)c1ccc[n+]([O-])c1	-0.7	-4.0
COc1ccc2c(c1C)CCC(C)(C#N)C2=O (stereo unspecified)	0.2	0.6
Cc1ccc(NS(=O)(=O)c2ccc3c(c2)C(=O)c2ccccc2C3=O)c(C)c1	82.1*	4.1
CCCCCc1c(C)nc(N2CCc3ccccc32)[nH]c1=O	-0.3	2.1
O=C(C=Cc1ccccc1)CC(c1ccccc1)N1CCOCC1 (stereo unspecified)	0.4	-45.9
Cc1cc(C)c2c(c1)CC(C)(C)CC2=O	0.6	0.2
CC12CCC(C(=O)N(c3nccs3)C1=O)C2(C)C (stereo unspecified)	-1.6	0.8
O=C(NNC(=O)c1cccc2ccccc12)c1cccc(Cl)c1	0.4	12.5*
CC(C)(CC(=O)c1ccccc1)CC(=O)c1ccccc1	-2.5	2.6
COc1ccccc1NS(=O)(=O)c1cc(C(=O)N2CCN(C(=O)c3ccco3)CC2)ccc1F	0.0	2.6
Cc1nc(S/C(=C\c2ccc(-c3ccc(C(=O)O)c(Cl)c3)o2)C(=O)O)n[nH]1	0.3	1.6
OCC1OC(n2cnc3c(=S)nc[nH]c32)CC1O (stereo unspecified)	-0.9	0.5
COc1ccc(C(=O)OCC(=O)N2CCN(S(=O)(=O)c3ccc(C)cc3)CC2)cc1[N+](=O)[O-]	-0.3	1.5
O=C(O)Cc1cc(=O)[nH]n(-c2ccccc2)c1=O	-0.1	-0.2
CCOC(=O)C1=CN(CC2CCCCC2)CCC1=O	-0.8	3.8
O=Cc1c[nH]c2ccc(NC(=O)OCc3ccccc3)cc12	0.2	-11.3
O=C(Nc1cccc(Cl)c1)OCCOC(=O)Nc1cccc(Cl)c1	9.6	28.7*
CCNC1(C(N)=O)CCN(Cc2ccccc2)CC1	0.8	-0.8
CCC12C(=Nc3c(Cl)cccc31)C[C@@H]1CCN3C(=O)CCC[C@H]2[C@H]13 (stereo partly specified)	0.5	-6.0
O=C1CC(c2ccccc2)=C(c2ccccc2)C1	0.0	-1.2

Structures from the list above with a nitro group on carbon (two):
SMILES	MPTP inh	NR3A LBD binder
O=c1/c(=C/c2ccc(O)c([N+](=O)[O-])c2)sc2nc3ccccc3n12	66.5*	8.8
COc1ccc(C(=O)OCC(=O)N2CCN(S(=O)(=O)c3ccc(C)cc3)CC2)cc1[N+](=O)[O-]	-0.3	1.5

(listing goes on)
SMILES	MPTP inh	NR3A LBD binder
COC(=O)CC(CC(=O)OC)n1cccc1	1.1	-2.8
CCOC(=O)c1c(-c2ccccc2)csc1NC(=O)/C(C#N)=C/c1ccc(O)c(OC)c1	12.4	26.5*
CCOC(=O)C1CCCN(C(=O)c2cc3ccccc3cc2OC)C1 (stereo unspecified)	-2.3	-0.9
C#CCOCCOCCOCCNc1nc(N2CCN(C(=O)CCCCCCCCCCNC(=O)[C@H](CCCCN)n3cc(C[C@@H](C)CC)nn3)CC2)nc(N2CCN(C(=O)CCCCCCCCCCNC(=O)[C@H](CCCCN)n3cc(C[C@@H](C)CC)nn3)CC2)n1	-2.7	18.5*
Cc1ccc(NC(=O)CN2C(=O)N/C(=C/c3cc(C)n(-c4cccc(C(=O)O)c4)c3C)C2=O)cc1	1.5	-0.2
O=C(CCCc1ccncc1)c1ccccc1	-0.4	-0.3
O=[N+]([O-])c1ccc(Cl)cc1P(=O)(O)c1cc(Cl)ccc1[N+](=O)[O-]	-3.1	0.0
Clc1ccc(COn2ccnc2)cc1Cl	-1.5	-3.9
O=c1[nH]c(=S)[nH]c2nccnc12	-1.4	-1.0
NC(CSC1(c2ccc(Cl)cc2)c2ccccc2-c2ccccc21)C(=O)O (stereo unspecified)	-1.8	-18.1
COC(=O)C1C2CC3c4[nH]c5cc(OC)ccc5c4CCN3CC2CC(O)C1OC (stereo unspecified)	0.4	0.8
O=C1OC(CN(Cc2ccccc2)Cc2ccccc2)CN1N=Cc1ccc([N+](=O)[O-])o1 (stereo unspecified)	2.5	0.2

Some of the entries so far, with values under each structure:
Values run as follows: MPTP inh | NR3A LBD binder
> CCOC(=O)C1OC1(c1ccccc1)c1ccccc1 (stereo unspecified)
  -1.4 | -0.9
> CCOC(=O)c1ccc[n+]([O-])c1
  -0.7 | -4.0
> COc1ccc2c(c1C)CCC(C)(C#N)C2=O (stereo unspecified)
  0.2 | 0.6

(listing goes on)
SMILES	MPTP inh	NR3A LBD binder
Cc1ccc(S(=O)(=O)Oc2ccccc2-c2ccccc2)cc1	-1.0	-0.5
O=CN1CCN(C=O)C(O)C1O (stereo unspecified)	-1.1	3.1
COC(=O)C1=C(C)N=C2SCCC(=O)N2C1c1ccc(OC(=O)c2ccco2)cc1 (stereo unspecified)	-1.2	-0.5
O=C(Nc1ccc(C(=O)N2CCCC2)cc1)c1ccccc1	2.2	0.9
Oc1ccccc1C=NN1CCCCCC1	-1.8	2.4
COCCN(C(=O)COC(=O)C12CC3CC(CC(C3)C1)C2)c1c(N)n(Cc2ccccc2)c(=O)[nH]c1=O	0.7	-1.2
CCN1C(=O)CC(C(C)C)N(C2CCCC2)c2nc(Nc3ccc(C(=O)NC4CCN(C)CC4)cc3OC)ncc21 (stereo unspecified)	3.1	-11.5
COc1ccc(-c2cnnc(N/N=C/c3ccc(-c4ccc([N+](=O)[O-])cc4)o3)n2)cc1	-0.4	19.1*
O=C1NCCCN1Cc1ccc(F)cc1Cl	-0.3	-0.1
CSCCC(NC(=O)c1ccco1)C(=O)N1CCN(c2ccccc2O)CC1 (stereo unspecified)	-1.2	1.6
CCN(CC)CCCOc1nc(C)nc2c1oc1ccccc12	1.5	0.3
COC1C=COC2(C)Oc3c(C)c(O)c4c(O)c(c(CN5CCN(C)CC5)c(O)c4c3C2=O)NC(=O)C(C)=CC=CC(C)C(O)C(C)C(O)C(C)C(OC(C)=O)C1C (stereo unspecified)	0.1	-8.4
Cc1occc(=O)c1OC(=O)Nc1ccc(Cl)c(Cl)c1	99.0*	38.5*
CC(=Nc1ccccc1)C1=C(O)C(Cc2ccc(O)cc2)NC1=O (stereo unspecified)	0.2	-5.6
Cc1nc2ccc(F)cc2cc1C(=O)NCC1CCCO1 (stereo unspecified)	0.6	-2.1
CCC1(C)COC(c2ccc3c(c2)OCO3)OC1 (stereo unspecified)	-0.3	1.8
Nc1nc2c(ncn2-c2ccccc2)c(=O)[nH]1	-0.2	1.6
O=C1c2ccccc2C(=O)N1CCC(=O)N1CCc2ccccc21	-2.3	-1.9
O=C(Nc1ccc2c(c1)OCCO2)c1ccc(Br)c(S(=O)(=O)N2CCOCC2)c1	4.0	1.5
O=C(Nc1cccc(Br)c1)C1CC(=O)N(C2CCCC2)C1 (stereo unspecified)	-0.1	1.4
O=C(NCCc1ccccc1)c1ccc(NC(=O)C2CCC2)cc1	0.2	-3.3
CCCc1cc2c(cc1N(C)S(=O)(=O)c1ccccc1)OCO2	0.6	-0.2
COc1ccc(NC(=O)CSc2nnc(NC(=O)c3ccccc3C(=O)O)s2)cc1	0.6	1.3
O=C(COc1cccc(Cl)c1)Nc1nc(-c2ccc(S(=O)(=O)N3CCOCC3)cc2)cs1	-0.7	-6.1
COc1ccc(N2CCCn3c2nc2c3c(=O)n(Cc3ccc(F)cc3)c(=O)n2C)c(OC)c1	1.6	3.6
COc1ccc(C(=O)C(CCC(CNC(C)(C)C)C(=O)c2ccc(OC)cc2)CNC(C)(C)C)cc1 (stereo unspecified)	-0.7	9.9
CCOC(=O)Nc1c(Cl)[nH]c(=O)n(C)c1=O	0.6	1.1
O=C(NN(C(=O)c1ccccc1)c1cccs1)c1ccccc1	-1.5	0.2
Cc1ccc(C(=O)Nc2ncccc2C)o1	-0.1	0.5
CN(Cc1ccccc1)C(=O)c1ccc(NC(=O)Cc2ccc(NC(=O)C3CCN(C(=O)CCc4ccccc4)CC3)cc2)cc1	0.5	12.9*
O=C(NC(=S)NNC(=O)c1ccccc1O)c1ccco1	-0.5	-9.9
CCN1C(=O)CCN(C2CCCC2)c2nc(Nc3ccc(C(=O)NC4CCN(C)CC4)cc3OC)ncc21	-0.5	-16.1
O=C1CCC(NC(=O)c2ccccc2)C(=O)N1 (stereo unspecified)	-0.6	0.8
Nc1nc(Sc2ccc([N+](=O)[O-])c3nonc23)c2[nH]cnc2n1	0.8	-16.2
CC(=O)N(c1ccccc1C)c1ccccc1C	0.8	-1.9
Cc1cc(OCC(=O)O/N=C(\N)c2ccccc2)ccc1Cl	0.1	2.3
O=C(O)C(c1ccccc1)C1(O)CC2CCC1C2 (stereo unspecified)	-1.0	1.0
O=c1cc(SCc2ccccc2)nc[nH]1	-0.8	-2.5
COC(=O)c1ccccc1NC(=O)CCS(=O)(=O)c1ccc(Br)cc1	2.4	-0.3
O=C(O)C(Cc1ccc(OS(=O)(=O)Cc2ccccc2)cc1)NS(=O)(=O)Cc1ccccc1 (stereo unspecified)	-0.3	-1.0
CN1OC[C@@H]2CN(Cc3ccccc3)[C@H](c3cccc(N4CCOCC4)c3)C[C@@H]21	3.3	-1.9
CC(C)(C)S(=O)(=O)N1C[C@@H]2CC/C=C\C/C(c3ccccc3)=C\2[C@H]1CCO	1.4	3.4
CCC(CC)CN1CCC(CN2C(=O)C(=O)NC[C@@H]2[C@@H](C)CC)CC1	0.6	-0.1
OCCCNc1ncnc2[nH]ncc12	-0.9	-0.2
C(=Cc1cnnc2ccccc12)c1ccccc1	0.5	-1.6
Clc1ccc(-c2ccnc3nc(N4CCOCC4)nn23)c(Cl)c1	-0.4	-0.4
CC(=O)Nc1cc2c(cc1[N+](=O)[O-])-c1ccccc1C2O (stereo unspecified)	-0.2	2.8
Cc1cccc(C(=O)NC(C(=O)Nc2ccc(S(=O)(=O)Nc3nccs3)cc2)C(C)C)c1 (stereo unspecified)	-1.0	-7.5
O=CNc1ccc2c(c1)Cc1cc([N+](=O)[O-])ccc1-2	0.4	-5.0
O=C1c2ccccc2CC1Sc1nnc(-c2ccccn2)o1 (stereo unspecified)	-0.4	0.0
NS(=O)(=O)c1ccc(CCNC(=O)/C=C/c2ccc(S(=O)(=O)N3CCOCC3)cc2)cc1	-0.7	1.5
CC(=O)Nc1cc2c3c(cccc3c1)-c1ccccc1-2	0.1	-20.3
CCN(CC)CCNC(=O)C(Cl)=C1C(Cl)=C(Cl)C(Cl)=C1Cl	1.0	0.4
O=C1NC(=O)C2(CCCC2C(=O)O)N1 (stereo unspecified)	-1.0	1.6

Assay outcomes as filed in PubChem.
